# ROMK mod – modulates human ROMK potassium channel activity | P48048 | Tet-inducible ROMK, thallium flux fluorescence; actives lie on both sides | B-score at 10 µM | 130,000 compounds, 2% hits;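 active means signal ratio slope over the read window, or its plate-corrected B-score, at least 3 SD from the plate mean, either direction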;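 further: B-score of the F/F0 ratio slope over 7 to 12 s after thallium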
# PMI act hi M6P – increases human PMI activity with near-saturating mannose 6-phosphate; activation factor at 20 µM; 190,000 compounds, 0.34% hits; coupled PMI enzyme assay, resazurin fluorescence, 20 min; active compounds read high; 1 = untreated enzyme, 0 = substrate-free blank;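 active means activation factor of 2 or more at 20 µM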
# Target sequence (P34949 whole entry, looked up): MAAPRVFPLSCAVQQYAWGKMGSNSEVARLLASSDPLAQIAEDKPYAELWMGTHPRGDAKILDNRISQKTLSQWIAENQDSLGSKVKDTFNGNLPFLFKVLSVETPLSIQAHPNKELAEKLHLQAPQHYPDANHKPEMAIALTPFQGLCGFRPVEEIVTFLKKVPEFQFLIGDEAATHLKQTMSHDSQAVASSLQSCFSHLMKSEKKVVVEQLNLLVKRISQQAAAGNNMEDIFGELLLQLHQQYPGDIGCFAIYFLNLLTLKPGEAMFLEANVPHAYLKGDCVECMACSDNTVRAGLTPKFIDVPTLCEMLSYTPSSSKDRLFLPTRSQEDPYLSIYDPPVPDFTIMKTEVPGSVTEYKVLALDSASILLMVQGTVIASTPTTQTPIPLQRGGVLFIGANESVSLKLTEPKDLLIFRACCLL
#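 Test system: human phosphomannose isomerase with PGI, G6PDH, diaphorase coupling enzymes; Amount: PMI at 15 ng/mL final; Reagent: Mannose-6-phosphate 1.0 mM (near-saturating) plus 0.22 mM NADP+; Timing: 20 min, room temperature; Technique: resorufin fluorescence at Ex 544/Em 590 nm; Dosing: 20 µM single dose.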
# Diaphorase inh – diaphorase inhibition or chemical oxidation counter-screen. diaphorase resazurin-to-resorufin fluorescence, NADH, 16 min; bacterial (C. kluyveri) enzyme, not human. inhibition, % at 20 µM. 190,000 compounds, 0.69% hits. AID 1217;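 active means primary screen inhibition at 20 µM above a set limit, cut at about 50% in these data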;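 further: plate controls were DMSO with full reaction for no effect and wells lacking NADH for full effect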
#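 Benchmarks: positive control wells lacking NADH, neutral wells with DMSO only. System: bacterial diaphorase enzyme (C. kluyveri). Input: 0.14 U/mL diaphorase, enzyme working solution. Detection: resorufin fluorescence, excitation 544 nm, emission 590 nm. Times: 16-min room-temperature incubation before reading.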
# S1P3 antag – blocks the human S1P3 receptor; CHO S1P3 NFAT-BLA reporter, FRET fluorescence, antagonist mode; inhibition, % at 4.98 µM; 170,000 compounds, 0.27% hits;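 active means inhibition above the plate cutoff, the mean inhibition of test wells on that plate plus 3 SD, cut at about 28% in these data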;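 further: cells challenged with S1P at its EC80 of 0.8 µM; blue over green emission ratio from cleaved BLA substrate after 4 h stimulation; 0% = S1P-stimulated wells and 100% = unstimulated DMSO-only wells; some compounds past the cut are filed as inactive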
# Target sequence (Q99500 whole entry, looked up): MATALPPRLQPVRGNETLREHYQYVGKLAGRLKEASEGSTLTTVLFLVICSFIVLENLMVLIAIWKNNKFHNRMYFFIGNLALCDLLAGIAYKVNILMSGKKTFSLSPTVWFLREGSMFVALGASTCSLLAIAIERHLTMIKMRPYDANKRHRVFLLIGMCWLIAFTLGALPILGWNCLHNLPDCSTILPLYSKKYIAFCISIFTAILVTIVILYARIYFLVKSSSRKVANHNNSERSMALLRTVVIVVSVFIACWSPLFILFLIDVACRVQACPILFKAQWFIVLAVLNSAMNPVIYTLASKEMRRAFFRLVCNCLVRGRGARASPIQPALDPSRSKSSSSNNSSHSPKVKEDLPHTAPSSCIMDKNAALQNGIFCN
# PMI act – increases human mannose-6-phosphate isomerase activity; activation factor at 20 µM; P34949; AID 1214; purified human PMI, coupled resazurin fluorescence, 20 min; active compounds read high; 1 = vehicle control, 0 substrate-free wells; 190,000 compounds, 0.005% hits;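 active means activation factor of 2 or more at 20 µM, relative to plate controls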
# PPARg SRC3 recr – agonists of human PPARgamma SRC-3 coactivator recruitment | P37231 | biochemical PPARgamma/SRC-3 coactivator recruitment assay | activation, % at 8 µM | 200,000 compounds, 0.26% hits | AID 731; in the data active means activation above about 23%;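 further: 0% = DMSO and 100% = reference agonist; some compounds past the cut are filed as inactive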
# PPARg SRC-1 ag – promotes SRC-1 coactivator recruitment by human PPARgamma. PPARgamma-SRC-1 coactivator recruitment biochemical assay. activation, % at 8 µM. 200,000 compounds, 0.41% hits. AID 631; in the data active means activation above about 19%;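 further: 0% = DMSO and 100% = reference agonist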
# PPARg SRC-2 ag – PPARgamma-driven SRC-2 recruitment agonism | P37231 | PPARgamma LBD-SRC-2 recruitment, biochemical | activation, % at 8 µM | 200,000 compounds, 0.34% hits | AID 1032; in the data active means activation above about 22%;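 further: 0% = vehicle and 100% = reference agonist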
# TR-FRET SRC-2 ct – counter-screen for PPARgamma SRC-2 recruitment agonists: TR-FRET artefact; active compounds read high; TR-FRET ratio at 8 µM; 200,000 compounds, 0.4% hits; AID 1049; in the data active means TR-FRET ratio above about 2000; further: inactives centre near 1500
# Diaph act CS – activates diaphorase or chemically reduces, flagging diaphorase assay artifacts. AID 1229. activation factor at 20 µM. 190,000 compounds, 0.005% hits. Diaphorase/resazurin coupled assay, resorufin fluorescence, 16 min; active compounds read high; 1 = vehicle wells, 0 = NADH-free wells;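 active means diaphorase activity raised at least twofold by the compound at 20 µM; inactive means activation factor below 2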
#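 test system = bacterial diaphorase enzyme (C. kluyveri) | quantity = enzyme 0.07 U/mL final | reagent = NADH substrate 0.114 mM plus resazurin dye 0.1 mM, final | incubation = 16 min enzyme reaction, ambient temperature | buffer or medium = HEPES pH 7.4 buffer with MgCl2 and Tween 20 | signal = fluorescence of resorufin, 544 nm excitation, 590 nm emission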
# G6PDH CS – counter-screen for G6PDH assay hits: L. mesenteroides G6PDH inhibition | Purified L. mesenteroides G6PDH, diaphorase/resazurin coupled fluorescence, 45 min | inhibition, % at 5 µM | 200,000 compounds, 0.12% hits | AID 1020; in the data active means inhibition above about 50%
# The depositor's hits bear a star; nt = no result given.
SMILES,ROMK mod,PMI act hi M6P,Diaphorase inh,S1P3 antag,PMI act,PPARg SRC3 recr,PPARg SRC-1 ag,PPARg SRC-2 ag,TR-FRET SRC-2 ct,Diaph act CS,G6PDH CS
c1ccn2c(Cc3nnc4ccccn34)nnc2c1,nt,1.1,-10,31,1,-4,-6,-2,1496,1.1,14
CC1CCCN(C(=O)C2CCN(CC3CC=CCC3)CC2)C1 (stereo not given),-0.3,0.9,30,-18,0.9,19,0,8,1520,0.7,-2
CCOC(=O)N1CCN(C(=O)C2CCCCC2)CC1,-0.084,0.9,14,nt,1,-7,-2,1,1456,0.9,-3
CCOc1cc(C2NC(=O)NC(c3ccccc3)=C2C(=O)c2ccccc2)c(Br)cc1OCC(=O)O (stereo not given),nt,0.9,13,-6,1,1,5,7,1660,0.9,8
Cc1cc([N+](=O)[O-])nn1CC(=O)N1CCc2ccccc2C1,0.05,0.9,14,nt,0.8,-5,3,6,1384,0.9,12
C[n+]1cccc(C(=O)NNC(=O)C23CC4CC(CC(C4)C2)C3)c1,nt,1.1,-1,-18,0.9,4,10,0,1377,1,2
O=C(CSc1cn(Cc2ccccc2)c2ccccc12)NCc1ccc(F)cc1,0.35,0.9,6,-10,0.9,3,6,3,1711,0.9,14
CCN(CCO)C1CC(=O)N(c2ccccc2C)C1=O (stereo not given),-1.4,1.1,2,-16,1,-18,-4,-8,1509,1,-4
CCCCn1nnnc1SCC(=O)c1ccccc1F,0.13,0.9,14,-1,1,2,3,7,1627,0.9,17
CN(C)S(=O)(=O)c1cccc(-c2nnc(SCc3ccc4c(c3)OCCO4)o2)c1,nt,1,14,-2,0.9,-3,5,3,1619,0.9,16
CCc1ccc(NC(=O)CSc2nc3ccccc3c(=O)n2CCCC(=O)NCCCN2CCOCC2)cc1,-0.84,0.9,11,-4,0.9,5,6,5,1479,0.9,10
Cc1cc(=O)oc2c(C(=O)/C=C\c3cccs3)c(O)ccc12,-5.7*,1,3,7,0.9,-3,2,-1,1427,1,-12
CC(NCc1ccccc1)C1COc2ccccc2O1 (stereo not given),-0.25,1,10,nt,1,-5,0,9,1628,0.9,0
O=C(Nc1cccnc1)OC1CCCC1,0.35,0.9,9,14,0.9,3,5,-6,1564,0.9,3
CN(C)C(CNS(=O)(=O)c1ccc(F)cc1)c1cccnc1 (stereo not given),nt,0.9,6,nt,0.9,0,-6,-3,1580,0.9,-12
CCCC(=O)c1c[nH]c(C(=O)N2CCOCC2)c1,-0.049,1,-7,-10,1.1,2,3,-8,1512,1.1,4
O=S(=O)(c1ccc(F)cc1)N1CCN(Cc2ccccc2C(F)(F)F)CC1,nt,1.1,18,-25,1,8,13,3,1585,0.8,8
Cn1c(=O)oc2cc(S(=O)(=O)N3CCCC(C(=O)NC4CCCc5ccccc54)C3)ccc21 (stereo not given),nt,1.1,-6,nt,1.1,2,1,-2,1453,1.1,13
CC1Cc2ccccc2N1C(=O)COC(=O)c1ccc(Br)o1 (stereo not given),-2,1,1,-12,1,2,7,1,1629,1,3
CCn1cc(C(=O)N2CC(C)CC(C)C2)c(=O)c2cc(S(=O)(=O)N3CCOCC3)ccc21 (stereo not given),nt,1,-4,2,1,-3,-7,-7,1630,1,6
CC(C)CC(C(=O)Nc1oc(-c2ccccc2)c(-c2ccccc2)c1C#N)N1C(=O)c2ccccc2C1=O (stereo not given),nt,0.9,19,nt,1,3,2,10,1522,0.8,12
Cn1nnc2c(NCc3ccco3)nccc21,0.013,1,8,nt,1.1,0,7,1,1674,0.9,11
O=C1CN(C(=O)COC(=O)CNC(=O)c2ccccc2)c2ccccc2N1,-0.19,1.2,3,-10,1.1,1,1,-7,1380,1,-3
CC(=O)Nc1ccc(C2(c3ccc(NC(C)=O)cc3)C(=O)Nc3ccccc32)cc1,-0.19,1,5,-11,0.9,2,0,4,1630,0.9,4
O=C(NCCN1CCN(c2ccccc2)CC1)C1CCN(S(=O)(=O)c2cccc3nsnc23)CC1,0.15,1,14,-20,1,1,9,8,1656,0.9,1
CCOC(=O)c1ccc(NC(=O)Nc2ccc3c(c2)OCCO3)cc1,nt,0.9,23,31,0.9,0,-8,1,1559,0.8,0
c1ccc(-c2nnc(-c3ccncc3)nc2-c2ccccc2)cc1,0.38,0.9,13,-4,0.9,5,20,6,1732,0.9,12
NS(=O)(=O)c1ccc(Nc2nc3ccccc3nc2NS(=O)(=O)c2cccc([N+](=O)[O-])c2)cc1,1,1,24,1,1.1,1,12,-2,1687,0.8,3
O=C1NC(=S)N/C1=C/c1ccc(Oc2ccc(C(F)(F)F)cc2[N+](=O)[O-])c(Cl)c1,nt,1.1,3,-1,1,-2,7,5,1630,1,-15
COc1ccccc1NC(=O)c1ccc(CN2CCOCC2)cc1,nt,1,-5,20,1.1,-6,0,3,1581,1.1,8
CCc1ccc(OCC(=O)Nc2ccc(N3CCN(S(C)(=O)=O)CC3)cc2)cc1,-0.018,0.9,4,-32,1,4,12,9,1524,1,-1
C/C(Nc1ccccc1C(F)(F)F)=C1/CCOC1=O,0.67,0.9,-2,-14,1,7,1,-5,1599,1,5
O=C(c1ccsc1)N1CCN(C(=O)c2cccs2)CC1,nt,0.9,14,nt,0.9,12,8,11,1550,0.9,16
Cc1nc(N(C)C)c2sc(=S)n(-c3ccccc3)c2n1,-0.58,1,3,-17,1.1,-1,3,-3,1474,1,-5
O=C(CCN1C(=O)COc2ccccc21)N1CCN(c2ccccc2)CC1,-0.32,1.1,6,-26,1.1,7,3,-4,1609,0.9,1
Cn1c(NC(=O)c2ccco2)c(-c2ccc(Cl)cc2)c(=O)c2ccccc21,nt,0.9,12,nt,0.8,1,6,1,1623,0.9,8
S=C(NCc1ccco1)Nc1ccccc1,nt,1.1,5,-2,1,6,-11,-5,1487,0.9,10
C=CCn1c(C)cc(C(=O)COC(=O)/C=C/c2cccc(OC)c2)c1C,0.59,0.9,28,2,0.9,-5,-8,-8,1392,0.7,6
COC(=O)c1cc(Br)c(=O)n(Cc2cccnc2)c1,-0.32,1,18,nt,1,0,3,1,1567,0.8,-2
Cc1ccc(N(CC(=O)Nc2ccccc2C(=O)NCc2ccco2)S(=O)(=O)c2ccccc2)cc1C,nt,1,19,nt,0.9,6,-4,2,1346,0.8,1
COc1cc(NC(=O)CN2C(=O)C(c3ccccc3)=NC2(C)C)cc(OC)c1,0.02,1,-4,7,1,4,12,-8,1678,1,11
Cc1cccc(CSCCNC(=S)Nc2ccccc2)c1,-1.4,0.9,28,-2,0.9,-1,6,6,1460,0.7,11
CCOc1ccccc1N1CCN(C(=O)C(Sc2ccccc2)c2ccccc2)CC1 (stereo not given),nt,1,5,nt,0.9,-7,2,0,1316,0.9,1
CN(C)c1nc(-c2ccccc2)ncc1S(=O)(=O)c1ccccc1,-0.39,0.9,23,-9,0.8,1,1,11,1651,0.8,17
CCOC(=O)C1CSc2[nH]c(=O)sc2C1c1ccccc1 (stereo not given),-0.047,1.8,24,nt,1.4,3,3,3,1485,0.8,0
N#C/C(=C\c1cccc(Oc2ccccc2)c1)C(=O)N1CCOCC1,-7*,0.9,18,-28,0.9,8,14,11,1549,0.8,15
COc1ccc(C2CC(=O)Nc3cc(C)c(C)cc32)c(OC)c1OC (stereo not given),nt,1,4,nt,1.1,-2,4,0,1616,1,5
CC(C)NC(=O)COC(=O)c1ccc(NS(=O)(=O)c2ccc3c(c2)OCCO3)cc1,0.82,1,14,nt,0.9,10,7,14,1448,0.9,-7
Nc1sccc1C(=O)c1ccc(Cl)cc1,0.19,1,17,-13,0.9,5,2,3,1553,0.8,-19
Cc1ccc(NC(=O)c2ccc(CSc3nnnn3C)cc2)cc1,nt,1,16,nt,0.9,12,3,7,1437,0.8,1
O=C(N/N=C/c1cn(-c2ccccc2)nc1-c1cccs1)c1ccncc1,-0.81,0.8,10,-4,0.9,6,0,0,1617,0.9,-3
CS(=O)(=O)NN1C(=O)c2ccccc2NC1c1c[nH]c2ccccc12 (stereo not given),nt,1.1,7,-5,1.1,-1,2,-4,1572,0.9,-1
O=C(c1cccc(N2C(=O)C3CC=CCC3C2=O)c1)N1CCN(c2ccccc2)CC1 (stereo not given),-0.91,1,7,4,1.2,2,3,7,1591,0.9,3
CO/N=C/C1CCN(c2ncc(C(F)(F)F)cc2Cl)C1=O (stereo not given),0.072,1.1,-11,7,1.1,1,16,7,1748,1.1,10
CCn1c(CC(=O)Nc2ccccc2F)nnc1SCC(=O)N1CCN(c2ccccc2)CC1,0.45,1.3,14,-3,1.1,-1,-2,10,1372,0.9,4
O=C(Oc1ccc(OC(=O)c2ccco2)c(S(=O)(=O)c2ccc(Br)cc2)c1)c1ccco1,nt,0.8,18,nt,0.8,-7,-5,-6,1397,0.8,15
Brc1ccc(NC2=Nc3ccccc3CC2)cc1,nt,0.9,3,nt,0.9,-9,-7,7,1541,1,4
CN(C)C(=O)c1c([N+](=O)[O-])c(C(C)(C)C)nn1C,0.45,1,8,-4,1,-2,4,2,1431,0.9,-1
Cc1nc(C)c(C(=O)NCc2ccccc2Cl)o1,-1.3,1,3,19,1,-9,-1,-5,1413,1,7
COc1cc(/C=N/Nc2nc(C)cc(=O)[nH]2)ccc1OC(=O)c1cccnc1,-0.029,1,6,-14,1,1,-2,5,1390,0.9,1
COc1ccc(C(C)=O)c(OC(=O)c2ccc(OC)c(OC)c2)c1,-0.74,0.8,25,7,0.8,6,6,8,1464,0.7,-10

# One compound at a time (already shown). Values in the order: ROMK mod, PMI act hi M6P, Diaphorase inh, S1P3 antag, PMI act, PPARg SRC3 recr, PPARg SRC-1 ag, PPARg SRC-2 ag, TR-FRET SRC-2 ct, Diaph act CS, G6PDH CS
# CC1CCCN(C(=O)C2CCN(CC3CC=CCC3)CC2)C1 (stereo not given) as listed: -0.3, 0.9, 30, -18, 0.9, 19, 0, 8, 1520, 0.7, -2
# NS(=O)(=O)c1ccc(Nc2nc3ccccc3nc2NS(=O)(=O)c2cccc([N+](=O)[O-])c2)cc1 as listed: 1, 1, 24, 1, 1.1, 1, 12, -2, 1687, 0.8, 3
# C=CCn1c(C)cc(C(=O)COC(=O)/C=C/c2cccc(OC)c2)c1C as listed: 0.59, 0.9, 28, 2, 0.9, -5, -8, -8, 1392, 0.7, 6
# C[n+]1cccc(C(=O)NNC(=O)C23CC4CC(CC(C4)C2)C3)c1 as listed: nt, 1.1, -1, -18, 0.9, 4, 10, 0, 1377, 1, 2
